# FBPA Giardia inh – blocks Giardia fructose-bisphosphate aldolase activity; purified Giardia FBPA; Potency, µM (highest dose often 59.6 µM), without a hit: at the top dose activity, negative = inhibition, actives largely listed as inhibitors; 0.71% of 290,000 active; note: potency is the fitted concentration of half-maximal effect; % is set by controls: 0 for no effect and ±100 for the full control effect; nearly all actives have a fitted effect of over 55% in size
# Target sequence (A8B2U2 whole entry, looked up): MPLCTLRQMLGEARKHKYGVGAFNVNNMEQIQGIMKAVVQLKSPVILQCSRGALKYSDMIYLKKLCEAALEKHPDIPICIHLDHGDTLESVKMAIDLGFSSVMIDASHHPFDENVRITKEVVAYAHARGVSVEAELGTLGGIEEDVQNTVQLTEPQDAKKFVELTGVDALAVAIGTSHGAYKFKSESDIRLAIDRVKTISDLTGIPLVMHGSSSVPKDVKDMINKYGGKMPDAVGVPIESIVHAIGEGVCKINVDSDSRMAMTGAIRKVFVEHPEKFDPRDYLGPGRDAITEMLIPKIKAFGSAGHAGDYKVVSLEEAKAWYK
#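 Giardia FBPA (40 nM reagent) was preincubated 10 min at RT with compound (up to 57.5 uM final), then substrate plus GAPDH/TPI/NAD/arsenate coupling system with diaphorase/resazurin was added; resorufin fluorescence (525/598 nm) was read after 20 min.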
# Pf growth 48h – inhibits P. falciparum growth in the first generation, 48 h | P. falciparum luciferase growth in erythrocytes, 48 h | Potency, µM (doses to about 28.7 µM), inactives show at the top dose activity change, negative = inhibition, hits mostly inhibitors | 5.9% of 310,000 active | AID 504832; note: potency is the fitted concentration of half-maximal effect; % is set by controls: 0 for no effect and ±100 for the full control effect
#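 Here the parasites carry a stable luciferase gene and grow inside erythrocytes in Albumax-based RPMI medium with compound for one erythrocytic cycle. Activity is scored as loss of luminescent signal.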
# Pf growth 96h – P. falciparum growth inhibition at 96 hour, primary screen for plastid delayed-death inhibitors; P. falciparum luciferase reporter growth, 96 h; Potency, µM (titrated, usually from 28.7 µM), for inactives: top-dose activity change, negative = inhibition, hits mostly inhibitors; 6.9% of 320,000 active; AID 504834; note: potency is the fitted concentration of half-maximal effect; % is set by controls: 0 for no effect and ±100 for the full control effect
#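 Plates of compound plus infected erythrocytes (2% hematocrit, 0.05% parasitemia final) incubate 96 hours, 37 C, 5% CO2. Detection reagent added; reduced luminescence from the parasites' luciferase reporter flags inhibition.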
# Shiga inhibitor – inhibitors of Shiga toxin in Vero cells; Vero cells, Shiga toxin protein synthesis inhibition reporter; inhibition, % at 38.7 µM; 9.2% of 290,000 active; AID 2315; in the data active = inhibition mostly above about 28%, no sharp cut-off; inactive = mostly below about 43%; note: 0% is about no effect
# Cycloheximide cs – affects cycloheximide protein synthesis inhibition readout, counter-screen; 12% of 300,000 active; max response, %; cell reporter, cycloheximide protein synthesis inhibition counterscreen; in the data active = max response mostly above about 13%, no sharp cut-off; inactive = mostly below about 14%; note: read at 38.3 µM for the half of the compounds with a filed dose; 0% is about no effect
# HCV inhibitor – blocks hepatitis C virus; AID 651820; 3.4% of 340,000 active; Huh7.5.1 HCVcc-Cre infection, luciferase reporter, 44 h; Potency, µM (highest dose often 41.8 µM), for inactives: at the top dose activity change, negative = inhibition, usual class: inhibitors; note: potency is the fitted concentration of half-maximal effect; % is set by controls: 0 for no effect and ±100 for the full control effect
#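 Luciferase read-out (15 sec integration) after a 15 min room-temperature substrate step quantifies HCVcc-Cre infection. Cells, 1,000 per well, had compound added 4 h post-plating, then virus at ~0.5 moi, and were cultured 44 h.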
# Numbers without * were called inactive; u = inconclusive; x = no result given; [ ] = remark or other dose. Unless noted, calls come from the whole dose curve; as a rule, active = well fitted curve in the direction sought with a large enough effect; inconclusive = small, poorly fitted or top-dose-only effect, or another doubt; inactive = no such curve, though single readings can be large; an effect the other way counts as inactive or inconclusive.
smiles,Cycloheximide cs,FBPA Giardia inh,HCV inhibitor,Pf growth 96h,Shiga inhibitor,Pf growth 48h
COc1ccc(/C=N/Nc2nccnc2Cl)c(OC)c1,29*,-7%,-30%,8%,78*,-12%
Cc1cc(C)n(C(=O)CSc2nc3ccccc3o2)n1,18*,16%,17%,u,12,11%
Cc1ccccc1NC(=S)N1CCC(NC(=O)c2ccco2)CC1,4,-6%,2%,3.3µM*,-7,9%
NC(=O)C(c1ccc(Br)cc1)c1ccc(C(=O)c2ccccc2)cc1 (stereo unspecified),23*,14%,10µM*,5%,-7,-1%
Cc1ccc(Cl)cc1NS(=O)(=O)c1ccc2oc(=O)ccc2c1,-6,2%,-14%,u,-3,0%
Cc1cnc(C(=O)Nc2ccc(F)cc2)cn1,53*,5%,16%,88%[activator],99*,184%[activator]
COc1ccc(NC(=O)Nc2nnc(C(C)C)s2)cc1,42*,8%,3%,4%,62*,84%[activator]
Clc1cccc(NCc2cn3cccnc3n2)c1,27*,-2%,u,0%,18,0%
O=C(Cc1ccc(S(=O)(=O)N2CCOCC2)s1)NCC(=O)Nc1ccccc1Br,x,x,12%,-1%,x,6%
COc1ccc(N2CCN(C(=O)CSc3nnc(CNc4ccccc4)o3)CC2)cc1,-5,-1%,-20%,38%[activator],19,u
O=C(COc1cccc2cccnc12)N1CCc2ccccc2C1,6,-27%,u,-19%,21,-13%
Cc1cc(NC(=O)C2CCN(S(=O)(=O)c3cccs3)CC2)no1,-1,-1%,17%,u,-12,u
O=C(COc1ccccc1F)Nc1ccc(N2CCOCC2)cc1N1CCOCC1,x,x,-4%,-28%,x,u
CC1=C(C(=O)N2CCOCC2)C(c2ccc(-c3ccccc3)cc2)NC(=S)N1 (stereo unspecified),1,0%,2%,0%,11,-23%
CC1(C)C=C(c2ccc(C=O)s2)CC(C)(C)N1C=O,-5,0%,23%,u,-2,-29%
Cc1cc2c(cn1)C(CCC#N)(CCC#N)c1ccccc1-2,10,-2%,18%,25%,-4,-16%
COc1cccc(CNC(=O)COC(=O)CNC(=O)c2ccc(-c3ccccc3)cc2)c1,x,x,u,-13%,x,19%
Cc1ccc(N(C)C(=O)N2CCN(S(=O)(=O)c3ccc(C)cc3)CC2)cc1,5,4%,u,u,16,x
O=C1CN(C(=S)NC(=O)c2ccc(-c3ccccc3)cc2)CCN1,15*,u,4%,20%,62,20%
CCN(CC)C(=O)c1sc(NC(=O)c2ccc3c(c2)OCO3)c(C(N)=O)c1C,42*,x,10%,-2%,25,79%[activator]
O=C(c1cccn2c(=O)c3cc(Br)ccc3nc12)N1CCN(c2ccccn2)CC1,-5,1%,u,0%,12,0%
CCN(CC)c1ccc(S(=O)(=O)N2CCOCC2)cc1NC(=O)CSc1n[nH]c(N)n1,45*,0%,7%,1%,44*,8%
CCCCC(c1nnnn1C(C)C)N1CCN(C(=O)c2ccco2)CC1 (stereo unspecified),-1,-13%,-2%,12%,-5,-13%
O=C(Nc1c(C(=O)N2CCCCC2)cnn1-c1ccccc1)c1ccco1,2,7%,9%,u,-11,28%

# An excerpt of these results, with two lines to a compound:
# Each structure is followed by: Cycloheximide cs | FBPA Giardia inh | HCV inhibitor | Pf growth 96h | Shiga inhibitor | Pf growth 48h
O=C(COc1ccccc1F)Nc1ccc(N2CCOCC2)cc1N1CCOCC1
  x | x | -4% | -28% | x | u
CCN(CC)C(=O)c1sc(NC(=O)c2ccc3c(c2)OCO3)c(C(N)=O)c1C
  42* | x | 10% | -2% | 25 | 79%[activator]
Clc1cccc(NCc2cn3cccnc3n2)c1
  27* | -2% | u | 0% | 18 | 0%
Cc1cc(NC(=O)C2CCN(S(=O)(=O)c3cccs3)CC2)no1
  -1 | -1% | 17% | u | -12 | u

# Remaining list, next part.
smiles,Cycloheximide cs,FBPA Giardia inh,HCV inhibitor,Pf growth 96h,Shiga inhibitor,Pf growth 48h
N/C(=N\OC(=O)c1ccc(F)cc1)c1ccc(Br)cc1,33*,1%,0%,u,70*,-62%
CCN(Cc1cccs1)C(=O)CN1C(=O)NC(c2ccccc2)(c2ccccc2)C1=O,x,x,-6%,13µM*,x,u
COc1cc(C(=O)NCc2nc(C)cs2)ccc1OC1CCN(C(C)=O)CC1,14,x,1%,u,-13,-8%
COc1ccc(/C=N/NC(=S)Nc2c(C)n(C)n(-c3ccccc3)c2=O)cc1OC,-2,-30%,10%,-6%,-8,0%
CCN(CC)c1nc2c3c(nc4c(c3c1C#N)CC(=O)N4c1ccc(Cl)cc1)NC(C)=N2,-1,-5%,u,4.7µM*,-15,17µM*
O=C(NC1CCCC1)C(c1cccnc1)N(CCc1ccccc1)C(=O)c1ccco1 (stereo unspecified),-1,4%,-3%,43%[activator],2,5.2µM*
Cc1ccc(S(=O)(=O)N(c2ccc(Br)cc2)C2C=CS(=O)(=O)C2)cc1 (stereo unspecified),-2,3%,-13%,15%,-13,u
CN(C)CCN(CC1CCCN(Cc2ccccc2F)C1)C(=O)Cc1c(F)cccc1F (stereo unspecified),-3,10%,u,u,2,u
COCCNC(=O)c1cccc(OC2CCN(Cc3ccc(Cl)c(F)c3)CC2)c1,-3,2%,u,u,-3,u
O=C(COC(=O)c1cccs1)NCc1cccs1,16*,1%,2%,-16%,40*,18%
Cc1cc(C)c(S(=O)(=O)N2CCOCC2)cc1C,1,2%,6%,u,14,6%
O=C(CCNS(=O)(=O)c1ccc(Cl)cc1)OCC(=O)N1CCN(C(=O)c2ccco2)CC1,x,x,27%,12%,x,6%
Cc1ccc(-c2csc3ncn(CC(=O)N4CCOCC4)c(=O)c23)cc1C,3,-3%,8%,u,-10,x
CC(C)c1ccc(C(O)Cc2nc3ccccc3n2C)cc1 (stereo unspecified),60*,-9%,1%,u,127*,u
COc1ccc(CN(C)C(=S)Nc2ccc(OC(F)F)cc2)cc1,7,-3%,5%,44%[activator],-1,16%
COCCNC(=O)COc1ncnc2scc(-c3ccc(F)cc3)c12,-1,0%,-8%,22%,21,3%
Cc1ccc(N(C=NC#N)CC(=O)N2CCN(c3ccccc3)CC2)cc1,-1,1%,14%,-10%,-5,-3%
COC(=O)CN1C(=O)[C@H]2[C@@H](/C=C/c3ccccc3)N3C(=O)CN(Cc4ccccc4)C(=O)[C@@]3(C)[C@H]2C1=O,-1,-8%,18%,5%,-5,-15%
COc1ccc(-c2cc(CC3(C(=O)O)CCN(C(=O)OC(C)(C)C)CC3)on2)c(OC)c1,2,-7%,-2%,-28%,-11,-15%
N=c1ccn(CC(=O)c2ccc(-c3ccccc3)cc2)cc1,-1,5%,0.89µM*,u,-5,0.83µM*
CCCC(CCC)C(=O)Nc1cccc(C(=O)O)c1,-2,10%,2%,x,17,6%
CCN(CC)S(=O)(=O)c1ccc(/C=C/C(=O)OCC(=O)Nc2ccc(S(N)(=O)=O)cc2)cc1,-5,-5%,20%,u,11,7%
COc1ccc(C2C3=C(CCCC3=O)Nc3nc(C(F)(F)F)nn32)cc1OC (stereo unspecified),1,11%,-5%,x,40,-17%
CCOc1ccccc1N1CCN(C(=O)c2ccc(Cl)c(S(=O)(=O)N3CCCCC3)c2)CC1,x,x,10µM*,5.2µM*,x,12µM*
Cc1ccc(OCC(=O)NCC(=O)Nc2ccc(F)cc2)c([N+](=O)[O-])n1,-1,2%,41%[activator],77%[activator],-3,24%
Cc1ccccc1OCC(=O)Nc1ccc(C(N)=O)cc1,-1,1%,9%,5%,20,x
COc1ccc(CNC(=O)c2nnn(-c3cccc(C(F)(F)F)c3)c2N)cc1,-3,-11%,-23%,u,-7,-14%
Cc1ccccc1NC(=O)CCc1c(C)nn(-c2ccc(N3CCOCC3)nn2)c1C,6,-14%,19%,u,28,u
Cc1cc2cc(C(c3nnnn3Cc3ccco3)N3CCc4ccccc4C3)c(=O)[nH]c2cc1C (stereo unspecified),5,u,u,193%[activator],34,u
CCCCOC(=O)N(C)SN(C)C(=O)Oc1cccc2c1OC(C)(C)C2,-9,2%,x,x,-6,x
N#Cc1ccccc1COc1cccc2c1CCCC2O (stereo unspecified),-1,3%,u,19%,-3,30%[activator]
O=C(CCC(=O)c1ccc(-c2ccccc2)cc1)Nc1cccnc1,9,-1%,u,-2%,58,-13%
Cc1cc(NC(=O)COc2coc(CN3CCN(c4ccccc4F)CC3)cc2=O)no1,x,x,-15%,9.3µM*,x,u
O=C(CCN1CCN(c2ccc(F)cc2)CC1)Nc1ccccc1F,7,-4%,1%,3%,16,-13%
O=C(N/N=C/c1cccc([N+](=O)[O-])c1)c1ccncc1,11*,-7%,4%,-2%,22,-2%
CC1CCCN(c2nc3c(c(=O)[nH]c(=O)n3C)n2CCCc2ccccc2)C1 (stereo unspecified),6,5%,-10%,u,-7,u
Cc1ccc(C(=O)N[C@@H](C)CN2C3=NC[C@@H](Cc4ccccc4)N3C[C@H]2Cc2ccc(O)cc2)cc1Br,-2,1%,-3%,2.9µM*,-5,5.2µM*
CC(C)OC(=O)/C(=C\c1ccccc1)NC(=O)c1ccccc1,-3,3%,-7%,14%,-10,-6%
CCn1ccnc1CN(C)Cc1nc(-c2ccc(C(=O)OC)cc2)no1,11,1%,-4%,1%,16,22%
CCCCCCN1Cc2ccccc2C1,7,-1%,9%,8%,-3,34%[activator]
O=C(Nc1cccc(F)c1)c1ccc(S(=O)(=O)N2CCCCC2)cc1,11,-1%,-20%,-2%,8,u
CC(=O)c1ccc(NC(=O)CSc2nccn2CCc2ccccc2)cc1,33*,-1%,-2%,x,88*,104%[activator]
CC(=O)N1c2ccc(S(=O)(=O)N(C)CC(=O)Nc3ccccc3C)cc2CC1C (stereo unspecified),-4,x,u,u,23,u
CCc1ccc(N2CC(C)Cn3c2nc2c3c(=O)n(CCN3CCOCC3)c(=O)n2C)cc1 (stereo unspecified),-2,7%,4%,-12%,9,17%
COc1cc(C)c(S(=O)(=O)N2CCCC2)cc1C,2,4%,-8%,10%,-12,-10%
CCC(=O)Nc1cccc(NC(=O)CSc2nnnn2C)c1,-2,-9%,4%,u,-3,35%[activator]
CCOC(=O)C1C(=O)CC(C)(O)C(C(=O)OCC)C1c1ccc(OC)cc1 (stereo unspecified),-1,1%,15%,4%,-14,-2%
CCn1c(SCC(=O)NCCc2ccc(OC)c(OC)c2)nc2c1c(=O)n(C)c(=O)n2C,-2,-1%,10%,2%,19,-3%
CCOC(=O)N1CCN(Cc2nc3c(c(=O)n(C)c(=O)n3C)n2Cc2cccc3ccccc23)CC1,-2,0%,10%,8.3µM*,28,12µM*
COc1ccc(OC(C)C(=O)NC(C)c2ccccc2)cc1 (stereo unspecified),-1,7%,-7%,u,19,15%
CC(=O)NN1C(=O)c2ccccc2NC1c1ccc([N+](=O)[O-])o1 (stereo unspecified),15,-4%,u,25%,32,-1%
CCOc1ccc(N(CC(=O)NC(C)C)C(=O)CCC(=O)Nc2ccccn2)cc1,6,-4%,7%,u,-7,-10%
COc1ccc(C(=O)NCc2cc(C(C)C)no2)cc1OC1CCN(C(C)C)CC1,-6,x,-1%,u,-6,u
COc1ccc(-c2nnc3n2N=C(C)CS3)cc1,10,5%,0%,90%,-16,53%[activator]

# A different layout for part of the listing above:
O=C(N/N=C/c1cccc([N+](=O)[O-])c1)c1ccncc1
  Cycloheximide cs: 11*; FBPA Giardia inh: -7%; HCV inhibitor: 4%; Pf growth 96h: -2%; Shiga inhibitor: 22; Pf growth 48h: -2%

Cc1ccccc1OCC(=O)Nc1ccc(C(N)=O)cc1
  Cycloheximide cs: -1; FBPA Giardia inh: 1%; HCV inhibitor: 9%; Pf growth 96h: 5%; Shiga inhibitor: 20; Pf growth 48h: x
